NPC1 prom act – activators of NPC1 promoter; Potency, µM (titrated, usually from 9.22 µM), without a hit: top-dose activation, actives largely listed as activators; Huh7 NPC1 promoter luciferase reporter, 24 h; actives 2.4% (n = 320,000); AID 485313;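 note: potency is the fitted concentration of half-maximal effect; % of control where 0% means no effect; nearly all actives have a fitted effect of over 60% in size; reporter is driven by a mutant NPC1 promoter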
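Compounds in DMSO were transferred onto Huh7 NPC1-luciferase reporter cells pre-incubated 2 h; after 24 h at 37 °C, Amplite reagent was dispensed and luminescence recorded 10 min later.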
RORg inh – ROR gamma (mouse) transcription inhibition; P51450; Drosophila S2 Gal4-RORgamma UAS-luciferase reporter, 20 h; Potency, µM (series often up to 53.6 µM), for the others: at the top dose activity change, negative = inhibition, hits mostly inhibitors; actives 5.4% (n = 310,000); note: potency is the fitted concentration of half-maximal effect; % is set by controls: 0 for no effect and ±100 for the full control effect; nearly all actives have a fitted effect of over 60% in size
Target sequence (P51450 whole entry, looked up, the tested form may be a part): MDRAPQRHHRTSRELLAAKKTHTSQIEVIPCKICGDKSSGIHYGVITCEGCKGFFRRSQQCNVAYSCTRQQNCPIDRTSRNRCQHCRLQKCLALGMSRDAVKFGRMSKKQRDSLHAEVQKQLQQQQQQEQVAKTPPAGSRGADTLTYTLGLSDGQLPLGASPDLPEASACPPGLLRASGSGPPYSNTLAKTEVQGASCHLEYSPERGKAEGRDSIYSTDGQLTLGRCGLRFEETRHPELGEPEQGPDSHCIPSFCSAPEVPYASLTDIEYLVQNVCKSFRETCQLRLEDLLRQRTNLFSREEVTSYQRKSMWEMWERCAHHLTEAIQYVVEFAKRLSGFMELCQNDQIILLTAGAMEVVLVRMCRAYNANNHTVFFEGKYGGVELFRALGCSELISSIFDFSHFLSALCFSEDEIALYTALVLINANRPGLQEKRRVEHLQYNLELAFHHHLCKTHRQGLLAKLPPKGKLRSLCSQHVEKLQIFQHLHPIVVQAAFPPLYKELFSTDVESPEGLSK
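A Gal4/UAS one-hybrid system in insect cells: metallothionein-promoter Gal4–ROR gamma fusion plus Photinus luciferase reporter. Copper sulfate 700 uM final, 20 hr ambient incubation, luminescent detection after 10 min with reagent.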
MBNL1 CUG block – inhibitors of human MBNL1 binding to CUG repeat RNA; Q9NR56; TR-FRET MBNL1-His/biotin-(CUG)12 binding, 665/545 ratio; Potency, µM (series often up to 57.5 µM), for the others: at the top dose activity change, negative = inhibition, actives largely listed as inhibitors; actives 0.036% (n = 280,000); AID 2675; active = well fitted inhibition curve with a large enough effect in the signal ratio, with a control signal flat, not every such curve was filed as active; inconclusive = small, poorly fitted or top-dose-only effect, or effect the other way, or a change in a side signal; inactive = no such curve, though single readings can be large or run the other way; the % refers to the signal ratio; note: potency is the fitted concentration of half-maximal effect; % is set by controls: 0 for no effect and ±100 for the full control effect
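Inhibition of protein-RNA binding appears as loss of TR-FRET between terbium anti-His antibody on MBNL1-His and streptavidin-XL665 on biotin-(CUG)12. Activity is normalized to buffer-only and uninhibited-complex controls.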
KCNH2 3.1 block – blocks the human KCNH2 3.1 channel isoform. activity change, % (tested at about 1.8 µM). actives 0.95% (n = 340,000). U2OS KCNH2 3.1, thallium flux FluxOr; stronger effect = lower value;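 active = maximum activity change below -70%; inconclusive = maximum activity change from -70% to -50%; inactive = maximum activity change above -50%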;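 note: thallium influx rate constant from kinetic fluorescence after stimulation buffer; % is set by controls: 0 for no effect and ±100 for the full control effect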
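FluxOr-based Tl+ influx in U2OS cells transduced with KCNH2 3.1 virus; rate constants normalized to DMSO controls.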
ELG1 DNA repair – ELG1-dependent DNA repair inhibition | HEK293T ELG1-luciferase reporter, luminescence, 16 h; DNA damage induced by 5-fluorouridine | Potency, µM (series often up to 46.1 µM), for inactives: at the top dose activity change, negative = inhibition, most hits filed as inhibitors | actives 2.3% (n = 330,000) | AID 504467; note: potency is the fitted concentration of half-maximal effect; % is set by controls: 0 for no effect and ±100 for the full control effect; nearly all actives have a fitted effect of over 55% in size
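Reporter activity after DNA damage by 5-fluorouridine is monitored. Compound-treated cells incubate 16 hr at 37 °C, then ONE-Glo is added for 30 min before luminescence reading.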
Mito fusion yeast – inhibitors of mitochondrial division or activators of mitochondrial fusion. S. cerevisiae fusion-defective mutant growth rescue, CellTiterGlo 48 h. Potency, µM (titrated, usually from 46.1 µM), inactives show at the highest dose growth rescue (activation), hits mostly activators. actives 0.23% (n = 320,000);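 note: potency is the fitted concentration of half-maximal effect; % of control where 0% means no effect; nearly all actives have a fitted effect of over 45% in size; temperature-sensitive fusion mutants such as fzo1-1 at 37 °C on non-fermentable ethanol glycerol medium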
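S. cerevisiae fusion-defective temperature-sensitive mutants (e.g. fzo1-1, mgm1-5) grown 48 h at 37C in YPEG (ethanol/glycerol non-fermentable) medium with 23 nl compound per well; growth rescue read as CellTiterGlo luminescence.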
FLuc modulator – firefly luciferase modulation, counter-screen for miR-21 project; actives 6.9% (n = 360,000); P08659; purified FLuc, Km substrates, luminescence inhibition; Potency, µM (highest dose often 57.5 µM), for the others: at the top dose activity change, negative = inhibition, most hits filed as inhibitors;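 note: potency is the fitted concentration of half-maximal effect; plate controls were vehicle for no effect and reference inhibitor for full effect; nearly all actives have a fitted effect of over 55% in size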
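Biochemical qHTS of compounds, final roughly 60 µM downward over six points, against 10 nM purified firefly luciferase using Km concentrations of substrates (10 uM D-luciferin, 10 uM ATP) in Tris acetate pH 7.5 buffer; luminescence output.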
Menin-MLL TR inh – menin-MLL binding inhibition, Texas Red mutant peptide. O00255. Menin + Texas Red MLL mutant peptide, fluorescence polarization. Potency, µM (highest dose often 61.6 µM), for inactives: at the highest dose FP activity change, negative = inhibition, hits mostly inhibitors. actives 0.23% (n = 270,000). AID 1768; active = well fitted inhibition curve with a large enough effect in the polarisation, with a control signal flat, not every such curve was filed as active; inconclusive = small, poorly fitted or top-dose-only effect, or effect the other way, or a change in a side signal; inactive = no such curve, though single readings can be large or run the other way; the % refers to the polarisation; note: potency is the fitted concentration of half-maximal effect; % of control where 0% means no effect; many of its hits are not listed in these tables
VP16 counter – inhibits Gal4-VP16 luciferase reporter, ROR gamma counter-screen | Drosophila S2 Gal4-VP16 UAS-luciferase, luminescence, 20 h | Potency, µM (doses to about 53.6 µM), for inactives: at the top dose activity, negative = inhibition, actives largely listed as inhibitors | actives 3.5% (n = 310,000) | AID 2546;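 note: Gal4-VP16 expression switched on by copper sulfate through the metallothionein promoter; potency is the fitted concentration of half-maximal effect; % is set by controls: 0 for no effect and ±100 for the full control effect; nearly all actives have a fitted effect of over 50% in size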
Rab9 promoter act – activators of Rab9 promoter; Huh7 Rab9 promoter-luciferase reporter, luminescence, 24 h; Potency, µM (highest dose often 9.22 µM), for the others: top-dose activation, negative = inhibition, usual class: activators; actives 2.8% (n = 320,000); AID 485297; note: potency is the fitted concentration of half-maximal effect; % of control where 0% means no effect; nearly all actives have a fitted effect of over 60% in size
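Luminescence read-out: Huh7 cells stably expressing Rab9-luciferase, treated 24 h with compound at 37 °C, then lysed with luciferase reagent for 10 min at ambient before reading.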
PKM2 activator – activators of human pyruvate kinase M2 | P14618 | purified PKM2, Kinase-Glo ATP luminescence, activation; response scale: 0% is enzyme alone, no compound | Potency, µM (titrated, usually from 57.5 µM), inactives show at the top dose activation, hits mostly activators | actives 0.34% (n = 260,000) | AID 1631; note: potency is the fitted concentration of half-maximal effect; % is set by controls: 0 for no effect and ±100 for the full control effect; nearly all actives have a fitted effect of over 55% in size
Target sequence (P14618 whole entry, looked up): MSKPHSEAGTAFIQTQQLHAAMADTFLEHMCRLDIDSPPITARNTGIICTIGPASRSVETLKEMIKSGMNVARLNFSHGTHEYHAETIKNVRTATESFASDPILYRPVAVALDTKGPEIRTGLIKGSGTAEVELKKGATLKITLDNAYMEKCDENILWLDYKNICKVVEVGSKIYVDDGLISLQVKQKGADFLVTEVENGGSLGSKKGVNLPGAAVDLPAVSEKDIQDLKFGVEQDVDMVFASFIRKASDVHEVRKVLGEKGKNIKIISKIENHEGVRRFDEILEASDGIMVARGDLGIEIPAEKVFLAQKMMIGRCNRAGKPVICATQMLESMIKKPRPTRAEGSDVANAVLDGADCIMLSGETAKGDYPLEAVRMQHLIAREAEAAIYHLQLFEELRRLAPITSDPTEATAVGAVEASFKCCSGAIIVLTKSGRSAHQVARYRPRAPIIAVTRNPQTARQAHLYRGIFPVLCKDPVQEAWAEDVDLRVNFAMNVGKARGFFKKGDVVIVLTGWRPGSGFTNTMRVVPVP
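ATP formation by purified human PK-M2, quantified via coupled luciferase luminescence after 1 h at room temperature with 0.1 mM ADP and 0.5 mM PEP final.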
The depositor's hits bear a star; ? = inconclusive; . = no result given; [ ] = another dose, or the depositor's remark. Unless noted, calls come from the whole dose curve; as a rule, active = well fitted curve in the direction sought with a large enough effect; inconclusive = small, poorly fitted or top-dose-only effect, or another doubt; inactive = no such curve, though single readings can be large; an effect the other way counts as inactive or inconclusive. Only part of the results is shown; the hit share may differ from the screen's.

Below each SMILES – RORg inh	ELG1 DNA repair	Menin-MLL TR inh	KCNH2 3.1 block	NPC1 prom act	VP16 counter	PKM2 activator	FLuc modulator	Mito fusion yeast	MBNL1 CUG block	Rab9 promoter act
CCn1nnnc1SCC(=O)Nc1cccc(C)n1
 : -6%	6%	2%	-11	7%	0%	-2%	0%	1%	11%	-6%
CCC(C)(C)NC(=O)C1CCCN1C(=O)NC1CCCCC1 (stereo not given)
 : 1%	2%	3%	5	-1%	-5%	-7%	-3%	8%	2%	-2%
O=S(=O)(NC(=S)NC1CCCCC1)c1ccc(Cl)cc1
 : 2.2µM*	-1%	?	-6	-5%	5.6µM*	-1%	3%	10%	-6%	-3%
COc1ccc(OC)c(NC(=O)CSc2nnc(Cn3nnc4ccccc43)n2C)c1
 : 5%	-13%	2%	1	-6%	-3%	1%	0%	-1%	5%	0%
COc1ccc(C2COC(=O)C2=N)c(NC(=O)c2ccccc2)c1 (stereo not given)
 : -2%	-5%	2%	8	-3%	2%	0%	4%	0%	3%	-6%
O=C(CSc1n[nH]c(-c2ccccc2)n1)Nc1ncccn1
 : -2%	7%	8%	0	0%	-5%	-6%	?	-3%	8%	0%
CCc1nccn1S(=O)(=O)c1cccc([N+](=O)[O-])c1
 : 4%	-6%	6%	-98*	-2%	0%	5%	12%	-4%	.	1%
CC(C)(C)C(=O)Nc1ccc(-c2cn3cccnc3n2)cc1
 : ?	?	6%	8	3.2µM*	?	.	7.6µM*	4%	?	4µM*
COc1cnc(-c2ccccn2)nc1Sc1cccc(Cl)c1
 : 2µM*	?	-19%	-9	-6%	8.9µM*	1%	0%	-2%	5%	-3%
COc1ccc(S(=O)(=O)N(C)CC(=O)NC2CCCCC2)cc1OC
 : 6%	9%	12%	15	-2%	-8%	7%	0%	0%	10%	-2%
O=C(COc1ccc(Cl)cc1Cl)NCCC1=CCCCC1
 : -2%	18%	-3%	-5	-6%	-3%	0%	-14%	-1%	4%	12%
C/C(=N/NC(=O)CNC(=O)c1cccnc1)c1ccccc1
 : 3%	16%	?	10	?	11%	.	3%	-4%	-15%	2%
CCCCN1CC(C(=O)NC2CCCCC2)CC1=O (stereo not given)
 : 22%	-6%	16%	-3	5%	-18%	-15%	-2%	2%	-12%	3%
Cc1nn(C)c(Oc2cccc(Cl)c2)c1C(=O)O
 : 41%	0%	-1%	-22	1%	2%	-1%	-1%	-4%	-3%	0%
COc1ccc(/C=C(\C#N)C(=O)N=CN(C)C)cc1
 : 22%	?	-3%	11	0%	5%	.	13µM*	-1%	9%	-2%
O=C(CC1SC(=Nc2cccc3ccccc23)N(Cc2ccccn2)C1=O)Nc1ccccc1Br (stereo not given)
 : -14%	?	-21%	6	1%	-11%	14%	3%	-2%	.	-5%
O=C(COc1ccc(Cl)cc1Cl)NN1C(=O)C2C3C=CC(C3)C2C1=O (stereo not given)
 : 32%	10%	.	-2	-9%	14%	2%	3%	3%	-2%	0%
O=C(O)C1C2C=CC3(CN(Cc4ccncc4)C(=O)C13)O2 (stereo not given)
 : -37%	17%	-5%	5	-1%	-6%	-10%	?	-3%	?	0%
Cc1onc(-c2c(F)cccc2Cl)c1C(=O)ONC(=O)c1ccccc1
 : 2%	0%	.	-3	0%	11%	4%	0%	2%	-4%	-1%
CCCCn1c(SCC(=O)N2CCC(C)CC2)nc2ccsc2c1=O
 : 18%	?	-23%	-15	2%	-2%	12%	2%	8%	-5%	0%
CS(=O)(=O)N1N=C(c2ccco2)CC1c1ccccc1 (stereo not given)
 : 9%	5%	5%	15	-1%	15%	3%	-1%	-2%	8%	-3%
CC(=O)Nc1ccc(S(=O)(=O)N2CCN(c3ncccn3)CC2)cc1
 : -20%[1.91 µM]	-54%	-21%	-2	-1%	-4%	-14%	0%	-1%	-7%	3%
O=C(O)c1ccc(Cl)cc1NC(=O)C1CCCO1 (stereo not given)
 : 7%	.	6%	-5	.	-1%	2%	2%	-2%	0%	.
COc1cccc(OCCNc2cc(N3CCCCC3)ccc2[N+](=O)[O-])c1
 : ?	-13%	14%	-3	-5%	-9%	3%	-3%	-4%	14%	2%
COCCn1c(SCC(=O)Nc2ccccc2)nnc1-c1ccoc1C
 : 36%	7%	-8%	-13	-4%	-1%	.	-2%	-4%	-1%	0%
COc1ccccc1NC(=O)C/C(C)=N/NC(=O)COc1c(Br)cc(Br)cc1OC
 : ?	-11%	?	-9	-4%	-18%	1%	-6%	2%	6%	-4%
COc1ccc(OC)c2[nH]c(=O)c(CCNC(=O)COc3ccccc3)cc12
 : 43%	-28%	-18%	4	-7%	-6%	-3%	-2%	-1%	2%	0%
CCN(CC(=O)Nc1ccc(OC)cc1)C(=O)c1oc2c(Cl)cccc2c1C
 : .	-11%	.	-7	0%	.	.	0%	-2%	.	-1%
COc1ccc(-c2cc(C(F)(F)F)nc(SCCC(=O)NCc3ccco3)n2)cc1
 : -5%	?	-18%	-9	-2%	-11%	2%	2%	0%	92%[activator]	-2%
Cc1nc(/C(N)=N/OC(=O)c2c(-c3ccccc3Cl)noc2C)cs1
 : 25%	?	.	0	-4%	-27%	2%	-2%	26%	2%	-6%
O=C(NCc1ccncc1)C1CCN(S(=O)(=O)c2cc(Cl)ccc2Cl)CC1
 : -17%	-4%	-1%	-10	0%	-8%	-1%	3%	12%	-4%	-1%
CCCCc1nnc(SCC(=O)Nc2nccs2)n1C
 : -13%	-2%	23%	-7	2%	-2%	5%	0%	0%	-4%	-1%
CCN(CC)C(=O)/C=C/c1ccccc1
 : .	?	.	2	?	.	.	?	-1%	.	-3%
C=CCOc1ccc(/C=C2\SC(=S)N(N3CCOCC3)C2=O)cc1
 : -2%	-8%	.	8	-6%	1%	2%	0%	1%	.	0%
COc1ccccc1N1CCN(c2nc(C)nc3c2oc2ccccc23)CC1
 : ?	?	?	3	-18%	4%	-1%	-14%	12%	-1%	-18%
CCS(=O)(=O)N1CCCC(C(=O)NCc2ccccc2Cl)C1 (stereo not given)
 : 5%	?	-5%	-4	-4%	0%	1%	2%	-2%	8%	-6%
Cc1cccc(C)c1NC(=O)CN(C)CC(=O)c1c(N)n(Cc2ccccc2)c(=O)n(C)c1=O
 : .	?	.	4	0%	.	.	-2%	3%	.	-3%
Cc1cc(C)n(CC(C)NC(=O)c2cc(COc3c(F)cccc3F)on2)n1 (stereo not given)
 : 19%	10%	-16%	4	-4%	4%	3%	-1%	-2%	-4%	-18%
CCOC(=O)NC(NC(=O)OCC)C(=O)c1ccccc1
 : 19%	-17%	4%	-5	3%	3%	2%	1%	-1%	-2%	0%
CCOC(=O)c1cc2c(nc1N)CCCC2
 : -15%	0%	.	5	0%	-16%	-1%	-3%	1%	-6%	7%
COc1ccccc1N1CCN(C(=O)Cn2nnc(-c3ccncc3)n2)CC1
 : 8%	-7%	-13%	7	-4%	-8%	1%	2%	5%	-1%	1%
CCOc1ccc2nc(SCC(=O)c3ccccc3)sc2c1
 : ?	?	21%	10	16%	?	-2%	15µM*	-4%	-4%	29%
O=C(Nc1nnc(S(=O)(=O)Cc2ccc(F)cc2)s1)c1ccccc1F
 : ?	11%	.	-1	1%	-11%	.	-17%	-10%	45%[activator]	1%
O=C(Nc1ccc(F)cc1)Nc1ccc(N2CCCC2)c(S(=O)(=O)Nc2ccccc2Cl)c1
 : ?	?	?	-114*	-31%[inhibitor]	?	-3%	?	11%	5%	-32%[inhibitor]
CN(C)S(=O)(=O)c1ccc(-c2ccccc2)cc1
 : 42%	0%	1%	-2	3%	2%	1%	-15%	0%	-15%	8%
O=c1[nH]ncc(N/N=C\c2cccs2)c1Cl
 : -7%	?	-1%	13	-5%	?	-2%	-3%	2%	?	-2%
Cc1c(NS(=O)(=O)c2ccc3c(c2)n(C)c(=O)n3C)c(=O)n(-c2ccccc2)n1C
 : -38%	18%	4%	9	-3%	-1%	-3%	1%	2%	5%	0%
COc1ccccc1C(=O)Nc1ccc(OCC(=O)N2CC(C)OC(C)C2)cc1 (stereo not given)
 : .	?	.	-2	0%	.	.	5.4µM*	-6%	.	-5%
CCCC(NC(=O)C(C)Sc1nnnn1C1CC1)c1ccccc1 (stereo not given)
 : .	4%	.	-4	0%	.	.	1%	5%	.	-6%
